# Compound activity (PubChem BioAssay)
# Tb PFK inh – qHTS Assay to Find Inhibitors of T. brucei phosphofructokinase. ATP-dependent 6-phosphofructokinase (Trypanosoma brucei brucei), O15648. T. brucei PFK, ADP-Glo luminescence. Potency, µM (doses to about 57.5 µM), for the others: at the highest dose activity, negative = inhibition, usual class: inhibitors. 330,000 tested, 0.17% active;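 also: potency is read from the fitted curve at half-maximal effect; 0% = uninhibited 1x PFK enzyme wells and -100% = no-enzyme wells; nearly all actives have a fitted effect of over 60% in size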
#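 PFK 1.25 nM, F6P 0.5 mM, ATP 0.1 mM, 0.1 M TEA pH 8.0, 5 mM MgCl2, 0.01% Tween20, 0.1% BSA; 45 min RT. ADP-Glo readout. qHTS titration up to 57 uM; curves fitted, compounds curve-classed.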
# TSHR antagonist – Antagonists of the Thyroid Stimulating Hormone Receptor: HTS campaign | Thyrotropin receptor (Homo sapiens), P16473 | TSHR-expressing cells, TSH-stimulated cAMP HTRF, 2 h; hits give low values | activity change, negative = inhibition, % at 11.5 µM | 330,000 tested, 0.2% active | AID 504810, 2011;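 active = activity change below a set negative limit, meaning inhibition stronger than a set level, cut at about -70% in these data; inconclusive = activity change between two set negative limits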; also: % is scaled to controls: 0 for no effect and ±100 for the full control effect
#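 Cell-based HTRF cAMP assay; TSHR cells + compound, TSH EC80 (4nM final), 2 h, 37 deg C. Lysis with anti-cAMP cryptate and cAMP-d2, 30 min RT, read 665/620 nm.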
# TCR activator – Activators of T cell receptors: qHTS campaign. primary human leukocytes, anti-CD3, IL-2 HTRF, 48 h. 330,000 tested, under 10 active. Potency, µM (highest dose often 9.22 µM), inactives show at the highest dose activation of IL-2 secretion, hits mostly activators. AID 504894, 2011; also: % of control where 0% means no effect
#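 Readout: HTRF IL-2, Eu-cryptate/d2 antibody pair, 320nm excitation, 665nm emission. Stimulus: a-CD3 beads, no co-stimulation. Cells: primary human leukocytes. Exposure: 48 hr with compound.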
# Mito fusion yeast – qHTS Assay for Small Molecule Inhibitors of Mitochondrial Division or Activators of Mitochondrial Fusion. S. cerevisiae fusion-defective mutant growth rescue, CellTiterGlo 48 h. Potency, µM (doses to about 46.1 µM), inactives show at the highest dose growth rescue (activation), usual class: activators. 320,000 tested, 0.23% active;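 also: potency is read from the fitted curve at half-maximal effect; % of control where 0% means no effect; nearly all actives have a fitted effect of over 45% in size; temperature-sensitive fusion mutants such as fzo1-1 at 37 °C on non-fermentable ethanol glycerol medium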
#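 Yeast fusion mutant, YPEG (non-fermentable carbon), compound, 48 h at 37C non-permissive; CellTiterGlo added, 10 min RT, luminescence read. Rescued growth = division inhibition.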
# ELG1 repair inh – qHTS screen for small molecules that inhibit ELG1-dependent DNA repair in human embryonic kidney (HEK293T) cells expressing luciferase-tagged ELG1 | HEK293T ELG1-luciferase reporter, luminescence, 16 h; DNA damage induced by 5-fluorouridine | Potency, µM (titrated, usually from 46.1 µM), without a hit: at the top dose activity change, negative = inhibition, hits mostly inhibitors | 330,000 tested, 2.3% active; also: potency is read from the fitted curve at half-maximal effect; % is scaled to controls: 0 for no effect and ±100 for the full control effect; nearly all actives have a fitted effect of over 55% in size
#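 DMSO vehicle served as the neutral condition. Each well held 2,000 cells given 5-fluorouridine plus compound; after 16 hr at 37 °C/5% CO2, ONE-Glo was added and luciferase measured 30 min later.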
# AT treatment – qHTS Assay for Identifying a Potential Treatment of Ataxia-Telangiectasia; 320,000 tested, 0.19% active; Potency, µM (top dose mostly 57.5 µM), for the others: top-dose activation, actives largely listed as activators; AID 485349, 2010; […] A-T fibroblasts, KAP-1 phosphorylation AlphaLISA; neocarzinostatin DNA damage 30 min before lysis; also: potency is read from the fitted curve at half-maximal effect; % of control where 0% means no effect; nearly all actives have a fitted effect of over 45% in size
#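 hTERT-immortalized A-T patient fibroblasts ([…]), 500 cells/well in OPTI-MEM, 1% FBS, got compounds for 60 min, then NCS for 30 min at 37C. Lysates were then assayed for phospho-KAP-1 by AlphaLISA (anti-pKAP1 donor, anti-KAP1 acceptor beads), 6 hr at 25C.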
# BCR signal inh – qHTS Assay to Find Inhibitors of Chronic Active B-Cell Receptor Signaling. Potency, µM (series often up to 46.1 µM), for the others: at the highest dose ratio change, negative = lower green/red ratio, actives largely listed as inhibitors. 340,000 tested, 0.05% active. ABC-DLBCL IkBa-CBG/CBR reporter, luminescence ratio, 4 h; active = well fitted inhibition curve with a large enough effect in the signal ratio, with a control signal flat, not every such curve was filed as active; inconclusive = small, poorly fitted or top-dose-only effect, or effect the other way, or a change in a side signal; the % refers to the signal ratio;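 also: potency is read from the fitted curve at half-maximal effect; plate controls were basal doxycycline-induced cells for no effect and cells given 10 µM MG132 for full effect; MG132 reads +100%, hits lower the ratio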
#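 Cell line TMD8 (human ABC DLBCL), stably expressing tet-inducible CBG68-IkBa fusion and CBR; IMDM/0.5% FBS; cpd up to 46 uM; dox induction, 4 h, 37C/5% CO2; dual luminescence; green/red ratio; MG132 control.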
# ASM inhibitor – Inhibitors of Secretory Acid Sphingomyelinase (S-ASM): qHTS; Sphingomyelin phosphodiesterase (Homo sapiens), P17405; placental ASM, HMU-PC fluorogenic substrate, 60 min; Potency, µM (doses to about 57.5 µM), inactives show at the top dose activity change, negative = inhibition, usual class: inhibitors; 340,000 tested, 0.006% active; AID 504937, 2011; also: potency is read from the fitted curve at half-maximal effect
# Target sequence (P17405 47-631 limits assumed): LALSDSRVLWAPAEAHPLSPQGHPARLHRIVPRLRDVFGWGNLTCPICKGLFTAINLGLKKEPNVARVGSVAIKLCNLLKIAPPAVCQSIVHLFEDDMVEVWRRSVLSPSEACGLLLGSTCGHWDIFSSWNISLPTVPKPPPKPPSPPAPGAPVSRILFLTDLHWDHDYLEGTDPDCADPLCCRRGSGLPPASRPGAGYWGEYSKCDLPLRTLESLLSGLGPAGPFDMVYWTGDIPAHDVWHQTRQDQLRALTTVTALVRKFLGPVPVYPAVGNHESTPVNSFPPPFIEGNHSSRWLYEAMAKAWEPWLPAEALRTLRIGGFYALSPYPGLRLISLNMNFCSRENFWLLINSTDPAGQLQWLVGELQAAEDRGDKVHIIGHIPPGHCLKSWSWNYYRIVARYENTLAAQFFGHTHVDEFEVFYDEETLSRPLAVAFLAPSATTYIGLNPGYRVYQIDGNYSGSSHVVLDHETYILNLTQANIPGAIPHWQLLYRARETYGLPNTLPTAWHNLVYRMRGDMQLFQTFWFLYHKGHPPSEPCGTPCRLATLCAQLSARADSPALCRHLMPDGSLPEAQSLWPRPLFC
#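 HMU-PC0 cleavage (9 uM final) by human placental ASM, 60 min at 37 °C following 10 min compound exposure at RT; stopped at pH 10, fluorescence Ex 386/Em 447 nm.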
# Eya2 inh – qHTS Assay for Inhibitors of the Phosphatase Activity of Eya2; Protein phosphatase EYA2 (Homo sapiens), O00167; recombinant Eya2, OMFP fluorescence dephosphorylation (OMFP is methylfluorescein phosphate); Potency, µM (doses to about 76.9 µM), without a hit: top-dose activity, negative = inhibition, hits mostly inhibitors; 330,000 tested, 0.006% active; also: potency is read from the fitted curve at half-maximal effect; % is scaled to controls: 0 for no effect and ±100 for the full control effect
#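 Eya2 protein (added as 0.2 uM solution) was preincubated with compound for 10 min at ambient temperature in 50 mM HEPES pH 7.5, 50 mM NaCl, 5 uM MgCl2, 0.05% BSA, 1 mM DTT. OMFP (added at 50 uM) then reacted 10 min; fluorescence read at 485/525 nm.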
# PTAP TSG101 blk – qHTS Assay for Iinhibitors of HIV-1 Budding by Blocking the Interaction of PTAP/TSG101 | Potency, µM (titrated, usually from 115 µM), without a hit: at the top dose activity change, negative = inhibition, most hits filed as inhibitors | Tumor susceptibility gene 101 protein (Homo sapiens), Q99816 | Fluorescence polarization, FITC-PTAP peptide / Tsg101 binding | 340,000 tested, under 10 active; active = well fitted inhibition curve with a large enough effect in the main read-out, with a control signal flat, not every such curve was filed as active; inconclusive = small, poorly fitted or top-dose-only effect, or effect the other way, or a change in a side signal; inactive = no such curve, though single readings can be large or run the other way; also: potency is read from the fitted curve at half-maximal effect; % of control where 0% means no effect
# Target sequence (Q99816 whole entry, looked up): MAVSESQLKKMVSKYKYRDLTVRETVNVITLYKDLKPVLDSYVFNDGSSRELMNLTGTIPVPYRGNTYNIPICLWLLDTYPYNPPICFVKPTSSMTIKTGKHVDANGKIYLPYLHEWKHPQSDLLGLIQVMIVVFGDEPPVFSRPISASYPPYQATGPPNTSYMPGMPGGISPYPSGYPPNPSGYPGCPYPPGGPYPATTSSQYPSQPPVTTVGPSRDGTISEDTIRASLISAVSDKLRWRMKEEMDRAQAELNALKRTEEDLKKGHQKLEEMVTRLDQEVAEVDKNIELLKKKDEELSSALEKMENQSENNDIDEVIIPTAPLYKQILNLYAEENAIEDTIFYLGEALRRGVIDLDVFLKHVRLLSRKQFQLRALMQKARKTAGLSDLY
#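 Tsg101 binding domain (10 uM final) was mixed with compound and a FITC-labeled PTAP peptide (50 nM final) in HEPES pH 7.5 buffer with NaCl, Tween 20, EDTA and TCEP; fluorescence polarization was read after 20 min at r.t.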
# a7 integrin act – qHTS for Activators of Integrin-Mediated Alleviation for Muscular Dystrophy. alpha7betagal myoblasts, beta-gal FDG fluorescence, 48 h. Potency, µM (titrated, usually from 38.3 µM), for inactives: at the highest dose activation, usual class: activators. 350,000 tested, 0.064% active;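 also: potency is read from the fitted curve at half-maximal effect; 100% = response of the positive control SU9516; nearly all actives have a fitted effect of over 60% in size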
#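 alpha7betagal+/- myoblasts (passage 13, 250/well) treated 48 h at 37C with compounds at 1:260 dilution of DMSO stock. Lysed, then beta-galactosidase activity read as FDG fluorescence (ex 480/em 540) after 30 min, with pre-read for autofluorescence.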
# The depositor's hits bear a star; u = inconclusive; x = no result given; [ ] = another dose, or the depositor's remark. Unless noted, calls follow the shape of the dose curve; as a rule, active = well fitted curve in the direction sought with a large enough effect; inconclusive = small, poorly fitted or top-dose-only effect, or another doubt; inactive = no such curve, though single readings can be large; an effect the other way counts as inactive or inconclusive.
# Value order: AT treatment	TCR activator	Eya2 inh	a7 integrin act	PTAP TSG101 blk	Tb PFK inh	ASM inhibitor	ELG1 repair inh	Mito fusion yeast	TSHR antagonist	BCR signal inh
> Cc1nc2ccc(F)cc2cc1C(=O)NCC1CCCO1 (stereo not drawn)
→ 0%	-3%	16%	-27%	-4%	4%	5%	4%	0%	-2	-2%
> CC1=CC2=NC(=O)CC(C)(C(=O)N(CC(=O)NC(C)(C)C)C3CCCC3)N2C=C1 (stereo not drawn)
→ -1%	x	-2%	-5%	x	-3%	-1%	1%	2%	4	2%
> COc1ccc(OCCSc2nnc(-c3ccoc3C)n2C)cc1
→ -7%	3%	-11%	6%	-3%	3%	5%	-25%	-2%	-4	0%
> O=c1[nH]nc(Cc2ncc(C(F)(F)F)cc2Cl)c2ccccc12
→ 0%	-1%	-18%	-6%	-5%	3%	-4%	-8%	17%	-9	u
> O=C(O)CCC(=O)N(Cc1cccnc1)Cc1cccc(F)c1
→ 3%	-12%	-4%[15.4 µM]	-21%	-2%	3%	0%	4%	0%	3	3%
> O=C(CSc1nnc(-c2ccc3c(c2)OCO3)n1-c1ccccc1)c1ccccc1
→ -1%	2%[46.1 µM]	9%	13%	0%	7%	-1%	1%	1%	-8	6%
> CC1CC(C)CN(C(=O)c2ccc(CSc3nc4ccncc4[nH]3)cc2)C1 (stereo not drawn)
→ -4%	1%	-4%	-7%	-10%	-1%	2%	-12%	-1%	3	u
> Cc1oncc1C(=O)Nc1cccc2ccccc12
→ 9%	5%	7%	11%	0%	0%	4%	u	-2%	-3	8%
> CC(OC(=O)CC(NC(=O)c1ccccc1Cl)c1ccccc1)C(=O)Nc1cccc(Cl)c1Cl (stereo not drawn)
→ -1%	3%[46.1 µM]	-3%	-2%	2%	-3%	-3%	u	u	1	-7%
> COC(=O)N=Nc1c(O)n(Cc2ccccc2)c2ccccc12
→ 25µM*	-1%	-21%	-7%	-7%	7%	-11%	u	2%	7	12%
> CCn1nc(C(=O)Nc2ccccc2C)c(Cl)c1Cl
→ 24%	-21%	8%	-4%	1%	3%	1%	7%	-3%	-48	0%
> O=c1oc2c(CN3CCCCC3)c(O)ccc2c2c1CCCCC2
→ 19%	-8%	0%	-5%	-9%	-6%	x	u	-6%	-6	0%
> O=C(NC1CCCC1)C(c1ccccc1)N(C(=O)c1csnn1)c1ccccc1F (stereo not drawn)
→ 0%	6%	-3%	-16%	-2%	-4%	-5%	-4%	2%	3	1%
> COCCNC(=S)N(CCO)Cc1cc2cc3c(cc2[nH]c1=O)OCO3
→ -3%	6%	7%	-9%	0%	0%	43%	1%	6%	-3	-2%
> Cc1ccccc1OCCCCCNCCO
→ 8%	0%	23%	-27%	-9%	-5%	-3%	0%	-4%	-2	4%
> O=C(Nc1ccc(S(=O)(=O)N2CCCCC2)cc1)C1CC(=O)N(c2ccc(F)cc2)C1 (stereo not drawn)
→ -1%	-3%	-3%	-34%	-3%	-15%	-1%	-5%	3%	-3	-14%
> O=C(O)c1cc(-c2ccccc2)n(-c2ccc(F)cc2)n1
→ 14%	4%	-11%	-18%	-3%	2%	0%	1%	-7%	-40	-1%
> Cc1cc2nc(SCCOC(=O)Nc3ccccc3)nc(C)c2cc1C
→ 1%	5%[46.1 µM]	-5%	27%	0%	5%	-25%	-17%	-9%	-4	u
> O=C(CC1SC(=O)NC1=O)Oc1ccc(/C=N/NC(=O)c2ccccc2O)cc1 (stereo not drawn)
→ 1%	-11%	-10%	17%	-5%	11%	19%	-27%	2%	-6	u
> N/C(=N\OCC(=O)Nc1ccc(F)c(Cl)c1)c1ccccc1
→ 14%	2%	3%	14%	0%	-3%	0%	11%	x	x	2%
> C=CCOc1ccc(C(=O)Nc2ccc3c(c2)n(C)c(=O)n3C)cc1
→ -1%	5%	5%	24%	-1%	0%	0%	u	2%	14	u
> Cn1c(NNC(=O)/C=C/c2ccc3c(c2)OCO3)cc(=O)n(C)c1=O
→ 9%	4%	10%	10%	-7%	-4%	0%	0%	-4%	20	u
> O=C(c1ccco1)N1CCN(C(=O)C2CC(c3ccc(Cl)c(Cl)c3)=NO2)CC1 (stereo not drawn)
→ 4%	-8%	-11%	-1%	-4%	-4%	-1%	u	2%	1	3%
> COC(=O)CCCC1=CC2=CC(=O)C(C)(OC(=O)c3cccs3)C(=O)C2=CN1CCN1CCOCC1 (stereo not drawn)
→ 13%	0%	-4%	-9%	-5%	-3%	6%	4%	9%	-4	2%
> CCOC(=O)COC(=O)c1ccc(Oc2cc(C)nc(SC)n2)cc1
→ x	8%[46.1 µM]	-11%	15%	-4%	3%	-2%	1%	7%	-22	-2%
> COC(=O)c1ccc(OC)c(CSc2nnc(COc3cccc(C)c3)o2)c1
→ 9%	3%	-4%	19%[7.66 µM]	2%	-5%	-2%	-14%	4%	-6	2%
> COc1ccc(/C=C/C(=O)N(CC(C)C)CC(C)C)cc1Br
→ -6%	4%	-4%	2%	-3%	1%	-5%	-25%	12%	-18	0%
> COCCOC(=O)c1c(NC(=O)CNc2ccc(C)c(F)c2)sc(C(N)=O)c1C
→ 35%	5%	22%	-25%	-1%	-1%	0%	2%	4%	-4	u
> Cc1cc(C)c(NC(=O)CCCOC(=O)C2=COCCO2)c(C)c1
→ -4%	2%	28%	-4%	2%	2%	-1%	-2%	2%	0	-1%
> Cc1ccnc(NC(=O)CCNC(=O)c2ccccc2Cl)c1
→ 5%	4%	-10%	23%	1%	-1%	2%	u	3%	-10	-4%
> CCOC(=O)c1sc(Nc2ccc(F)cc2)nc1C
→ 1%	-3%	-12%	15%	-6%	-4%	-4%	11%	4%	-6	0%
> Cc1cccc(C(=O)Oc2ccc(/C=N/NC(=O)Cc3ccc([N+](=O)[O-])cc3)cc2)c1
→ 1%	1%[46.1 µM]	1%	8%	-3%	-1%	-4%	u	-3%	2	-9%
> Cc1ccc(C(=O)Nc2nc3ccccc3s2)s1
→ 6%	13%	-1%	12%	-4%	5%	5%	u	3%	-22	u
> Cc1ccc(-c2nnn(C/C(N)=N/O)n2)cc1
→ -4%	-3%	4%	-9%	-5%	5%	-1%	u	13%	11	11%
> COc1cc([C@@H]2CC=C(C(=O)O)[C@H](c3ccc(C)cc3)N2S(=O)(=O)c2ccc(C)cc2)cc(OC)c1OC
→ 20%	-3%	-14%	-15%	-7%	1%	5%	-3%	x	-17	8%
> COc1cccc(NC(=O)c2cc(=O)c3ccccc3o2)c1
→ 5%	0%	-3%	-5%	-4%	-1%	-1%	u	8%	10	u
> COc1ccc(C(=O)COC(=O)CNC(=O)C2CCCCC2)c(OC)c1
→ -4%	4%	10%	-20%	1%	-27%	4%	6%	4%	-10	u
> Cc1cccc(C(=O)c2cn[nH]c2-c2ccc(C)cc2O)c1
→ 7%	-4%	14%	10%	-1%	0%	-1%	1%	18%	-2	-15%
> Cc1ccc2cc(C(=O)O)c(C)nc2c1
→ -2%	-4%	4%	23%	-3%	3%	2%	1%	1%	37	11%
